Screening data from PubChem.
GDH-TPI counter: inhibits GDH-TPI coupling enzymes, artifact for Mtb FBA screen | GDH-TPI coupled enzyme counterscreen, NADH absorbance | inhibition, % at 4.8 µM | 360,000 tested, 1.2% active; in the data active = inhibition above about 30%;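 note: 0% = DMSO wells and 100% = wells lacking the enzyme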
TcdB inh: TcdB glycohydrolase inhibition; inhibition, % at 9.99 µM; 350,000 tested, 0.24% active; TcdB glycohydrolase enzymatic assay, plate reader; in the data active = inhibition above about 10%
PfHsp40 yeast: restores yeast growth despite PfHsp40 toxicity | S. cerevisiae expressing PfHsp40, growth rescue, ATP luminescence | growth rescue, % at 12.5 µM | 340,000 tested, 0.68% active; in the data active = growth rescue above about 28%, passing the limit was not always enough; inconclusive = no clear call, values can overlap the other calls;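 note: yeast W303a lacking pdr1 and pdr3 grown in galactose medium; growth measured after three days at 30 °C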
Mtb BioA inh: inhibitors of Mycobacterium tuberculosis BioA enzyme; AID 602481; purified M. tuberculosis BioA enzyme, plate reader; 360,000 tested, 0.096% active; inhibition, % at 9.99 µM; in the data active = inhibition above about 40%; inconclusive = no clear call, values can overlap the other calls
Mtb UGM inh: blocks M. tuberculosis UGM enzyme; 320,000 tested, 0.06% active; AID 504406; P9WIQ1; purified UGM, fluorescence polarization probe displacement; inhibition, % at 10 µM; in the data active = inhibition above about 10%, passing the limit was not always enough; inconclusive = no clear call, values can overlap the other calls
Target sequence (P9WIQ1 whole entry, looked up): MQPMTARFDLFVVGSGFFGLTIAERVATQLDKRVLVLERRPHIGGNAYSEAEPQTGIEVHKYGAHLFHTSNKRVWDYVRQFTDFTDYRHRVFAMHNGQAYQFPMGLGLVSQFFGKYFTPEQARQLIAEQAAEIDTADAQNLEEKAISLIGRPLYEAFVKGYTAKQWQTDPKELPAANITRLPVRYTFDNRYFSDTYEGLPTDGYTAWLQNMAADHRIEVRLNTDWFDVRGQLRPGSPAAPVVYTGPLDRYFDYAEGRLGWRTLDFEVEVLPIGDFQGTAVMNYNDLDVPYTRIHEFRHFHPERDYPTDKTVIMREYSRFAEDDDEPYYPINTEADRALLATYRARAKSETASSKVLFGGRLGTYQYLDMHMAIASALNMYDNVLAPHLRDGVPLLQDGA
Yp Topo-I inh: blocks Yersinia pestis topoisomerase I activity | Y. pestis Topo-I cleavage product accumulation, plate reader | activity, % at 10 µM | 360,000 tested, 0.064% active; in the data active = activity above about 50%, passing the limit was not always enough; inconclusive = no clear call, values can overlap the other calls; note: inactives centre near 2
FadD28 binding: inhibitors of Mycobacterium tuberculosis FadD28 bisubstrate binding; AID 588549; FadD28 bisubstrate probe binding, fluorescence polarization; 360,000 tested, 0.22% active; inhibition, % at 12.5 µM; in the data active = inhibition above about 8.5%, passing the limit was not always enough; inconclusive = no clear call, values can overlap the other calls
BH1578 lux ind: induces V. cholerae light production without autoinducers; AID 588436; activation, % at 18.7 µM; 350,000 tested, 0.16% active; V. cholerae BH1578 lux reporter, luminescence, 6 h; in the data active = activation mostly above about 9.7%, no sharp cut-off; inconclusive = no clear call, values can overlap the other calls; inactive = mostly below about 3.7%; note: not every result past the cut was called active; inactives centre near 0; reference of the scale not given here
FBA Mtb inh: inhibitors of M. tuberculosis fructose-bisphosphate aldolase. P9WQA3. purified M. tuberculosis FBA, fluorescence read-out. inhibition, % at 1 µM. 360,000 tested, 2.3% active. AID 588726; in the data active = inhibition above about 27%;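 note: 0% = vehicle and 100% = reference inhibitor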
Target sequence (P9WQA3 whole entry, looked up): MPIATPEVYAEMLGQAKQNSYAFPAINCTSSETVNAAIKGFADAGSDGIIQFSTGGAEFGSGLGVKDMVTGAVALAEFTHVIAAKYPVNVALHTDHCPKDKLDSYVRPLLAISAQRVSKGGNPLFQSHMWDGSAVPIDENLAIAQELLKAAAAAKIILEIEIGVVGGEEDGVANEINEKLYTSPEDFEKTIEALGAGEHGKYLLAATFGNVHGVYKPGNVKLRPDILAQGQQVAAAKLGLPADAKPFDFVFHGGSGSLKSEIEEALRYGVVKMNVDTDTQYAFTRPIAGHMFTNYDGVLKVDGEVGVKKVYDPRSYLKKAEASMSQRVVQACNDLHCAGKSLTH
An asterisk follows results filed as active; i = inactive; ? = inconclusive; / = not tested or not shown; + = active, no number.

SMILES	GDH-TPI counter	TcdB inh	PfHsp40 yeast	Mtb BioA inh	Mtb UGM inh	Yp Topo-I inh	FadD28 binding	BH1578 lux ind	FBA Mtb inh
COC(=O)c1c(NC(=O)COC(=O)CNC(=O)c2cccc(OC(F)F)c2)sc(C)c1C	8	9.0	/	-0.4	/	12	0.4	-0.7	3
O=C(NCc1ccccc1F)C1CCCN1C(=O)Nc1cccc(F)c1 (stereo unspecified)	-8	2.7	-1.2	0.7	0.7	0	-0.5	-0.2	-2
O=C(NCCc1ccc(Cl)cc1)c1ccc(OCC2CCCO2)cc1 (stereo unspecified)	-8	-1.3	1.6	-0.5	2.3	13	-3.1	-0.3	16
Cc1ccc(-c2nnn(CC(=O)N3CCN(c4nc5ccccc5s4)CC3)n2)cc1	2	/	-0.3	0.1	0.1	8	-1.1	-5.0	-6
CC=Cc1cc(OC)c2c(c1)C(C)C(c1ccc(O)c(OC)c1)O2 (stereo unspecified)	12	2.7	-0.4	-0.9	/	36	-0.2	i	0
COc1cccc(C(NC(C)=O)c2nc(-c3ccc4c(c3)OCO4)cs2)c1 (stereo unspecified)	-8	0.2	/	3.1	/	-3	-2.7	0.5	1
Cn1nnnc1SCc1ccc(C(=O)Nc2ccccc2F)cc1	1	/	0.2	0.4	1.0	5	-1.7	i	5
O=C1CCSc2cccc3cccc(c23)N1	-2	4.2	0.3	-0.6	0.4	-3	-3.1	i	-3
OCC[C@H]1C[C@@H](O)[C@H](O)[C@@]2(CCc3ccccc3O2)O1	-5	1.5	22	1.7	0.7	-4	-1.7	-0.8	1
Cc1cc(C)c(C#N)c(Sc2ccccc2N)n1	1	1.2	0.3	-3.0	4.2	-9	-1.0	-0.2	3
CCCC(=O)NCn1nnc(-c2ccc(Cl)cc2)n1	2	0.4	-1.4	/	/	-2	-2.6	-0.3	-3
CCOC(=O)N1CCN(Cc2nnc(-c3cccc(Br)c3)o2)CC1	-3	0.1	-1.3	-0.7	0.5	7	0.0	1.8	0
C=CCNC(N)=S	-4	2.1	0.1	0.0	0.2	-1	-3.0	0.7	2
COc1cc(/C=C(\NC(C)=O)C(=O)O)cc(OC)c1OC	8	1.3	/	-0.2	-2.4	-2	-1.2	0.2	4
O=C(Cc1cc(=O)oc2cc(O)ccc12)NC(Cc1ccc(Cl)cc1)C(=O)O (stereo unspecified)	7	-3.1	/	-0.7	1.4	-8	-0.1	-0.2	+
CCN(CC)S(=O)(=O)c1ccc(N2CCOCC2)c(NC(=O)C(C)(C)C)c1	0	1.0	13	/	0.7	4	-2.8	-0.7	-4
O=C(O)CSCC(=O)N1CCN(c2ccnc3cc(Cl)ccc23)CC1	17	/	0.6	-1.8	2.5	3	-1.5	i	4
COc1ccc(/C=C/C(=O)Nc2ccccc2C(F)(F)F)cc1OC	31*	0.8	1.3	-5.3	1.0	-7	-0.4	i	10
CCCCCCn1nc(C(=O)OCC(=O)NC2CCS(=O)(=O)C2)c2ccccc2c1=O (stereo unspecified)	-1	1.0	3.3	/	-2.7	1	-2.7	i	1
O=C(c1cccnc1)N1CCN(C(=O)c2ccccc2F)CC1	3	/	-1.4	-0.7	-0.9	-3	-1.4	i	2
Cc1ccc(S(=O)(=O)/C(C#N)=C/c2c(N3CCOCC3)nc3c(C)cccn3c2=O)cc1	14	1.6	/	-2.4	0.5	18	-3.2	-0.7	-2
O=C(CSc1nc2[nH]ncc2c(=O)[nH]1)Nc1cccc(Cl)c1	5	-1.2	0.6	/	-1.0	-5	0.5	-0.7	-1
COC(=O)c1cccc(NC(=O)c2ccccc2)c1	-6	0.9	0.0	/	3.2	-6	-1.2	-0.7	-1
COC(=O)c1scc(C)c1NC(=O)c1ccccc1F	0	-0.8	-0.8	5.3	-0.5	9	-1.6	-15	-1
Cc1noc(C)c1C(=O)OCC(=O)Nc1ccc(N2CCOCC2)cc1	1	2.3	-0.6	-1.8	2.1	2	-2.1	-0.5	4

By substructure: the entries above with a thiophene ring, fused or not
SMILES	GDH-TPI counter	TcdB inh	PfHsp40 yeast	Mtb BioA inh	Mtb UGM inh	Yp Topo-I inh	FadD28 binding	BH1578 lux ind	FBA Mtb inh
COC(=O)c1c(NC(=O)COC(=O)CNC(=O)c2cccc(OC(F)F)c2)sc(C)c1C	8	9.0	/	-0.4	/	12	0.4	-0.7	3
COC(=O)c1scc(C)c1NC(=O)c1ccccc1F	0	-0.8	-0.8	5.3	-0.5	9	-1.6	-15	-1

More structures.
SMILES	GDH-TPI counter	TcdB inh	PfHsp40 yeast	Mtb BioA inh	Mtb UGM inh	Yp Topo-I inh	FadD28 binding	BH1578 lux ind	FBA Mtb inh
O=C1N=C(N2CCN(c3cccc4ccccc34)CC2)S/C1=C/c1cccs1	9	/	-0.8	/	-1.3	33	-2.1	-0.5	4
CS(=O)c1ccccc1-c1nc(-c2ccc(Cl)cc2)no1 (stereo unspecified)	5	0.3	0.8	/	2.1	21	-1.8	-0.2	4
CCC1(c2ccccc2)NC(=O)N(CC(=O)N(C)CC(=O)Nc2cccc(F)c2)C1=O (stereo unspecified)	-4	1.9	0.0	1.2	-2.0	4	-3.1	i	1
COc1ccc(CCN2C(=O)C3C4CC(C5C(C(=O)NN)=NOC45)C3C2=O)cc1OC (stereo unspecified)	5	/	1.7	-4.3	-0.4	29	-1.2	-1.1	4
Cc1nc2ccccc2nc1CC(O)(c1ccccc1)c1ccccc1	4	2.7	/	0.0	/	13	-3.6	-0.5	1
Nc1nnc(SCc2cccc(C(F)(F)F)c2)s1	3	/	-0.1	/	-0.3	-4	-4.0	i	0
O=C(c1ccc(Br)s1)N1CCCC1	0	/	1.5	1.3	1.8	7	-2.9	i	2
O=C(C[n+]1cc(-c2ccccc2)n2c1CCC2)OCc1ccccc1	4	/	-1.0	/	0.4	2	0.2	-0.3	-1
Cc1cc(Cl)ccc1OCC(=O)Nc1ccccc1N1CCOCC1	-12	/	-1.0	-0.4	0.2	53*	-3.3	i	-13
Cn1c(SCC(=O)OCC(=O)c2ccccc2)nnc1-c1cccs1	-2	/	-0.3	-1.5	-0.5	-1	-0.6	-0.3	2
C=C(Br)Cn1c(CCC)nc2ccccc21	-15	/	-0.6	-1.8	-0.4	-12	-4.6	i	-2
O=C(Nc1nccs1)c1ccc(-c2ccc(Cl)cc2Cl)o1	11	0.7	-0.6	-2.1	0.7	2	-2.2	i	1
O=C(O)COc1ccc(C(=O)Cc2ccc3c(c2)OCCCO3)c(O)c1	7	-1.9	-0.3	-0.3	6.1	1	0.2	i	8
C=CCOC(=O)C1=C(C)N=C2SCCC(=O)N2C1c1ccc(OC(=O)c2ccco2)cc1 (stereo unspecified)	24	/	-0.1	/	0.6	22	0.2	i	-2
O=C(CSc1nc2ccccc2[nH]1)NC(=O)NCc1ccco1	4	/	0.3	0.9	3.2	-11	-3.3	-5.6	-2
COC(=O)c1ccc(Cn2cc([N+](=O)[O-])cn2)cc1	7	0.4	0.6	/	-0.6	-1	-2.5	-0.4	0
CC1C(=O)N(Cc2cccc(F)c2)c2ccccc2N1C(=O)c1ccccc1 (stereo unspecified)	8	1.0	0.3	-1.0	-1.8	18	-0.4	-10	0
Cc1c(Nc2nc3ccccc3nc2NS(=O)(=O)c2cccc(Cl)c2)c(=O)n(-c2ccccc2)n1C	9	6.2	0.7	/	0.7	0	-0.3	i	5
CCCC1=Nc2cc(C(=O)NCCCN3CCN(C)CC3)ccc2Sc2ccccc21	-4	0.0	-2.3	1.1	0.5	-21	-6.9	-0.3	-8
Cc1ccc(C(=O)N2CCN(c3ncnc4c(C)csc34)CC2)cc1	3	1.4	0.9	31	-1.0	1	-1.5	i	-1
CC(C(=O)N(C)C1CCS(=O)(=O)C1)N1C(=O)/C(=C/c2ccco2)SC1=S (stereo unspecified)	10	-1.4	0.1	3.5	0.3	3	0.8	i	0
Cc1sc2nc(C(C)C)nc(SCC(=O)NCc3ccco3)c2c1C	-2	/	-0.4	-1.1	-0.4	-8	-2.9	0.9	-1
COc1cccc(C(=O)COC(=O)C2CC3CCCC(C2)C3=O)c1 (stereo unspecified)	-3	1.7	1.4	-0.3	-2.6	1	-1.0	i	0
Cc1cnc(C(=O)NC2CCSc3ccccc32)cn1 (stereo unspecified)	2	0.7	-1.5	1.7	2.2	4	0.6	-0.7	6
C/C(=N\NC(=O)Cc1cccn1C)c1cccs1	0	/	-0.4	-0.9	-0.7	-1	-3.2	-5.1	0

Looked up by structure from the entries so far:
SMILES	GDH-TPI counter	TcdB inh	PfHsp40 yeast	Mtb BioA inh	Mtb UGM inh	Yp Topo-I inh	FadD28 binding	BH1578 lux ind	FBA Mtb inh
CCCC1=Nc2cc(C(=O)NCCCN3CCN(C)CC3)ccc2Sc2ccccc21	-4	0.0	-2.3	1.1	0.5	-21	-6.9	-0.3	-8
C=C(Br)Cn1c(CCC)nc2ccccc21	-15	/	-0.6	-1.8	-0.4	-12	-4.6	i	-2

Next part.
SMILES	GDH-TPI counter	TcdB inh	PfHsp40 yeast	Mtb BioA inh	Mtb UGM inh	Yp Topo-I inh	FadD28 binding	BH1578 lux ind	FBA Mtb inh
CCCn1c(-c2ccc[nH]c2=O)nc2ccccc21	3	1.4	-1.8	-0.2	-1.2	-18	-2.6	-0.2	152*
Cc1sc2ncn3ncnc3c2c1C	1	/	-1.0	-0.7	-0.2	8	-1.2	-0.3	1
O=C(O)c1cccc(S(=O)(=O)Nc2ccc(Oc3ccccc3)cc2)c1	-2	-6.0	0.1	3.5	2.5	1	-8.2	0.1	-1
Cc1oc2nc(SCC(=O)NC3CCCCC3)nc(N)c2c1C	9	/	-0.5	-1.6	-0.9	-7	-1.7	-0.4	-4
CCOc1ccccc1N(C(=O)c1snc(C(N)=O)c1N)C(C(=O)NCCC(C)C)c1ccco1 (stereo unspecified)	9	0.0	-0.2	-0.7	1.4	5	-2.1	-0.2	8
O=C(NCc1ccco1)c1cc(-c2ccccn2)nc2ccccc12	16	/	0.0	2.2	1.1	7	-0.9	i	1
CC(C)Cn1c(N)c(C(=O)COC(=O)c2ccncc2)c(=O)n(C)c1=O	10	/	0.3	-2.7	1.1	-5	-2.3	i	7
CCCSc1nc2c(c(=O)[nH]c(=O)n2C)n1C	4	/	2.3	-2.4	-2.4	5	0.4	-0.3	2
COC(=O)[C@H](Cc1ccccc1)NC(=O)NCCc1ccc(OC)cc1	-7	-3.3	?	-1.8	0.0	2	/	i	-2
COc1ccc(N2CCN(C(=O)c3ccccc3Br)CC2)c([N+](=O)[O-])c1	3	0.5	1.2	/	2.8	3	-0.2	i	-3
CCC1(C)Cc2c(sc3nc(SC)[nH]c(=O)c23)CO1 (stereo unspecified)	-4	1.1	-2.2	-1.9	0.1	6	-3.6	i	-4
O=C(O)CCC(=O)Nc1nc2nccc(-c3ccccc3)n2n1	12	1.6	0.4	-0.8	0.2	-4	-4.8	-3.7	45*
N=C1SCC(=O)N1c1ncc(Cc2ccccc2Cl)s1	28	0.9	0.2	-0.3	/	-2	-2.4	-0.6	2
O=C(N/N=C/c1ccc(Br)cc1)c1cc[n+](Cc2ccccc2)cc1	10	-10	-0.7	0.8	-0.9	-10	-0.5	-0.6	-2
CCCc1nc2c3ccccc3ccn2c1Cc1ccccc1C(F)(F)F	/	1.0	/	-0.7	/	/	-3.1	/	4
Cc1ccc(S(=O)(=O)Nc2ccccc2C(N)=O)cc1	19	/	-0.1	-0.4	0.8	8	-0.6	2.0	16
COc1ccc(N2CCN(S(=O)(=O)c3c(C)[nH]c(C)c3C(=O)N3CCCCC3)CC2)cc1	-15	1.6	1.0	0.1	-2.2	3	-3.2	i	1
O=C(c1ccc(S(=O)(=O)N2CCCCC2)cc1)N1CCCc2ccccc21	13	/	0.3	/	-2.0	8	2.5	1.7	6
O=[N+]([O-])c1ccc(Cl)c(/C=N/n2c(-c3ccncc3)n[nH]c2=S)c1	9	4.7	-0.3	-0.1	1.6	1	0.3	-0.4	-2
COc1ccc(CN(Cc2cccnc2)S(=O)(=O)c2ccc(-n3cnnn3)c(OC)c2)cc1	-7	1.2	0.0	2.1	-3.2	23	-5.4	i	1
COC(=O)c1nn(-c2ccccc2)c(Sc2ccc(Cl)cc2)c1/C=N/O	6	/	2.0	0.2	-0.8	22	-5.4	-2.6	1
CCN(CC)CCCNC(=O)Cn1ncn2cccc2c1=O	0	/	1.1	/	0.6	2	-0.7	-1.6	0

The order is random; 4.6% or so of the library scored in one or more.
